TRPV1 ag – activates the human vanilloid receptor TRPV1; TRPV1-expressing cells, Fluo-8 calcium influx, agonist mode; activation, % at 8.33 µM; 320,000 compounds, 0.19% hits; AID 540275; in the data active = activation above about 80%; inconclusive = between about 30% and that limit; note: 0% is about no effect
Target sequence (Q8NER1 whole entry, looked up): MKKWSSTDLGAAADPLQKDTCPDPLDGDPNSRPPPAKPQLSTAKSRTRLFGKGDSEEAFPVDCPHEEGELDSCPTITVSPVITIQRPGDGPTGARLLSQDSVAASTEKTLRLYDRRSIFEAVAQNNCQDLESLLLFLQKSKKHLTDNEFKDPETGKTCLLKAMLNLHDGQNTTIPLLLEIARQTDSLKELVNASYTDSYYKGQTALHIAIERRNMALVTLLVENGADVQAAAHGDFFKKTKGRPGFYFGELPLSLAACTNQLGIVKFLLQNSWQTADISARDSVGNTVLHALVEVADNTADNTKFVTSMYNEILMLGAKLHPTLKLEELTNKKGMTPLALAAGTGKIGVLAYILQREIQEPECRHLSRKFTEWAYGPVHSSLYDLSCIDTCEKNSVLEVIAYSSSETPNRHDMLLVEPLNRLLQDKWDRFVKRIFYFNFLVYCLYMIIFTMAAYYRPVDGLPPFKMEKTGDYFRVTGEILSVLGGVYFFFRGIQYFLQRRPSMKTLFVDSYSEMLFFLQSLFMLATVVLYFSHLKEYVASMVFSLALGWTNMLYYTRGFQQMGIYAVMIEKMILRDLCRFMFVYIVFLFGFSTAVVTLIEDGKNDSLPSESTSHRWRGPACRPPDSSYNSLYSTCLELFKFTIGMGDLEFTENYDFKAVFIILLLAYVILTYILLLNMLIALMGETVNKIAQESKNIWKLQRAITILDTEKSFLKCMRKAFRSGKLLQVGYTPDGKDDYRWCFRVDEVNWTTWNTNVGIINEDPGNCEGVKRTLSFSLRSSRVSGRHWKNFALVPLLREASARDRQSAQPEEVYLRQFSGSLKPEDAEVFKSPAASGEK
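TRPV1-expressing cells were cultured overnight at 35.5C and loaded with Fluo-8 calcium dye for 40 to 90 min at room temperature. After a 10 s baseline, compound was added and calcium influx was read kinetically for 3 min (ex 480/em 520 nm).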
FLuc modulator – counter-screen for miR-21 project: firefly luciferase inhibitors or activators. Potency, µM (doses to about 57.5 µM), for inactives: at the highest dose activity change, negative = inhibition, hits mostly inhibitors. P08659. 360,000 compounds, 6.9% hits. purified FLuc, Km substrates, luminescence inhibition;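 note: potency is the fitted concentration of half-maximal effect; plate controls were vehicle for no effect and reference inhibitor for full effect; nearly all actives have a fitted effect of over 55% in size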
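Purified P. pyralis luciferase (10nM final) with 10uM D-luciferin and 10uM ATP (Km levels) in 50mM Tris acetate pH 7.5, 10mM Mg acetate, 0.01% Tween-20, 0.05% BSA; qHTS 6-point titration, ~60 µM downward; luminescence read.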
Rab9 prom act – Rab9 promoter activation | Potency, µM (titrated, usually from 9.22 µM), for inactives: at the top dose activation, negative = inhibition, most hits filed as activators | Huh7 Rab9 promoter-luciferase reporter, luminescence, 24 h | 320,000 compounds, 2.8% hits; note: potency is the fitted concentration of half-maximal effect; % of control where 0% means no effect; nearly all actives have a fitted effect of over 60% in size
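Luciferase signal after 10 min detection reagent at ambient indicates Rab9 promoter upregulation; stably transfected Huh7 cells were treated 24 h with compound in DMSO at 37 °C, 5% CO2.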
ELG1 genotox – inducers of genotoxicity in HEK293T ELG1-luciferase cells; HEK293T ELG1-luciferase reporter, luminescence, 16 h; Potency, µM (highest dose often 46 µM), inactives show at the highest dose activity change, positive = activation, usual class: activators; 330,000 compounds, 1.3% hits; AID 504466; note: potency is the fitted concentration of half-maximal effect; % of control where 0% means no effect; nearly all actives have a fitted effect of over 60% in size
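Quantitative HTS format in 1536-well plates. HEK293T ELG1-luciferase reporter cells receive test compound and are incubated 16 hr at 37 °C, 5% CO2; ONE-Glo added, 30 min room temperature, then luminescence read.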
RORgamma inh – ROR gamma (mouse) transcription inhibition; Drosophila S2 Gal4-RORgamma UAS-luciferase reporter, 20 h; Potency, µM (doses to about 53.6 µM), inactives show top-dose activity change, negative = inhibition, hits mostly inhibitors; 310,000 compounds, 5.4% hits; AID 2551; note: potency is the fitted concentration of half-maximal effect; % is set by controls: 0 for no effect and ±100 for the full control effect; nearly all actives have a fitted effect of over 60% in size
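Using a luciferase readout, inhibitors were identified by reduced reporter activity in Drosophila cells coexpressing a copper-inducible Gal4–ROR gamma fusion and UAS-driven Photinus luciferase, incubated 20 hr after 700 uM copper sulfate.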
p53 reactivation – re-activators of mutant p53; Potency, µM (titrated, usually from 92.2 µM), without a hit: at the top dose activity change, positive = activation, most hits filed as activators; 320,000 compounds, 0.063% hits; H1299 p53-A138V BP100-luciferase reporter, luminescence, 24 h; note: potency is the fitted concentration of half-maximal effect; % of control where 0% means no effect; nearly all actives have a fitted effect of over 45% in size
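H1299 (p53-null), stable ts p53-A138V + BP100-Luc; 1000 cells/well, Opti-MEM/10% FBS; cpd 4 pt, 1:5; 24 h, 37 deg C, 5% CO2; detection reagent 10 min RT; luminescence.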
NPC1 promoter act – activates the NPC1 promoter; AID 485313; 320,000 compounds, 2.4% hits; Potency, µM (doses to about 9.22 µM), without a hit: top-dose activation, usual class: activators; Huh7 NPC1 promoter luciferase reporter, 24 h;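 note: potency is the fitted concentration of half-maximal effect; % of control where 0% means no effect; nearly all actives have a fitted effect of over 60% in size; reporter is driven by a mutant NPC1 promoter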
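Luciferase expression driven by the NPC1 promoter was measured in stably transfected Huh7 cells after a 24 h compound incubation, using a luciferase reagent and a luminescence read.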
BRCA1 expr up – activators of BRCA1 expression. MCF7-BRCA1-FFLuc reporter, luminescence, 48 h; response scale: scaled: vehicle 0%, 10 µM genistein 100%. Potency, µM (series often up to 46.1 µM), without a hit: top-dose activation, actives largely listed as activators. 380,000 compounds, 1.1% hits; note: potency is the fitted concentration of half-maximal effect; nearly all actives have a fitted effect of over 80% in size; some results filed as inactive show a strong effect at the top dose
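MCF7-BRCA1-FFLuc, 2000 cells/well; 2 h attach, 37 °C/5% CO2; compound 48 h; luciferase substrate 15 min; luminescence end-point. Norm. to genistein 10 microM max activation and DMSO; concentration-response curves fitted.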
Tb PFK inh – T. brucei PFK enzyme inhibition; O15648; T. brucei PFK, ADP-Glo luminescence; Potency, µM (top dose mostly 57.5 µM), for inactives: at the highest dose activity, negative = inhibition, hits mostly inhibitors; 330,000 compounds, 0.17% hits;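 note: potency is the fitted concentration of half-maximal effect; 0% = uninhibited 1x PFK enzyme wells and -100% = no-enzyme wells; nearly all actives have a fitted effect of over 60% in size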
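PFK 1.25 nM, F6P 0.5 mM, ATP 0.1 mM, 0.1 M TEA pH 8.0, 5 mM MgCl2, 0.01% Tween20, 0.1% BSA; 45 min RT. ADP-Glo readout. qHTS titration up to 57 uM; curves fitted, compounds curve-classed.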
VP16 counter – counter-screen for ROR gamma inhibitors: Gal4-VP16 reporter | Drosophila S2 Gal4-VP16 UAS-luciferase, luminescence, 20 h | Potency, µM (doses to about 53.6 µM), without a hit: at the top dose activity, negative = inhibition, hits mostly inhibitors | 310,000 compounds, 3.5% hits;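 note: Gal4-VP16 expression switched on by copper sulfate through the metallothionein promoter; potency is the fitted concentration of half-maximal effect; % is set by controls: 0 for no effect and ±100 for the full control effect; nearly all actives have a fitted effect of over 50% in size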
ELG1 repair inh – inhibitors of ELG1-dependent DNA repair in HEK293T cells | 330,000 compounds, 2.3% hits | HEK293T ELG1-luciferase reporter, luminescence, 16 h; DNA damage induced by 5-fluorouridine | Potency, µM (doses to about 46.1 µM), for the others: at the top dose activity change, negative = inhibition, most hits filed as inhibitors; note: potency is the fitted concentration of half-maximal effect; % is set by controls: 0 for no effect and ±100 for the full control effect; nearly all actives have a fitted effect of over 55% in size
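Luminescence from the luciferase reporter, measured 30 min after ONE-Glo reagent at room temperature, was the read-out. Beforehand, 2,000 cells per well were exposed for 16 hr at 37 °C to 5-fluorouridine together with compound or vehicle.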
Active calls of the source: *; ? = inconclusive; . = not tested or not shown; & = joins results of further samples; [ ] = dose if it differs, or a comment. Unless noted, calls come from the whole dose curve; as a rule, active = well fitted curve in the direction sought with a large enough effect; inconclusive = small, poorly fitted or top-dose-only effect, or another doubt; inactive = no such curve, though single readings can be large; an effect the other way counts as inactive or inconclusive.

SMILES	TRPV1 ag	FLuc modulator	Rab9 prom act	ELG1 genotox	RORgamma inh	p53 reactivation	NPC1 promoter act	BRCA1 expr up	Tb PFK inh	VP16 counter	ELG1 repair inh
Cc1nnc(NC(=O)CSc2nccn2C)s1	2	1%	-14%	0%	-41%	5%	-2%	33%	-1%	-3%	16%
COc1ccc(CNC(=O)[C@H](C)NC(=O)C2CCN(C(=O)[C@@H](N)Cc3ccccc3)CC2)cc1	-5	3%	-11%	1%	-22%	10%	-2%	20%	-3%	2%	22%
CS(=O)(=O)Cc1ccc(C(=O)N(CCc2ccccc2)Cc2ccccc2)cc1	7	0%	6%	0%	4%	-16%	4%	18%	-3%	-6%	-4%
Cc1ccc(/C=C2\CCCC3=C2NC(=S)NC3c2ccc(C)cc2)cc1 (centres undefined)	2	-8%	-2%	-4%	-43%	5%	0%	-37%	-4%	-26%	2%
CC(C(=O)N(C)Cc1cccc(F)c1)N1CCN(S(=O)(=O)c2ccc3c(c2)OCCCO3)CC1 (centres undefined)	20	-1%	-7%	-4%	.	7%	-3%	-62%	-3%	.	-15%
CCOc1ccccc1NC(=O)CSc1nnc(CNC(=O)c2ccco2)o1	-4	5%	-1%	0%	17%	-1%	0%	-6%	0%	-2%	9%
Cc1cc(N2C(=O)C(O)=C(C(=O)c3cccs3)C2c2ccc(F)cc2)no1 (centres undefined)	2	6%	-1%	-6%	-1%	0%	-2%	-1%	1%	2%	-5%
CCOc1ccc(Nc2cc(=O)oc3ccccc23)cc1	17	-7%	0%	-1%	?	2%	-3%	-51%	2%	3%	?
COc1ccc(OC)c(S(=O)(=O)N(C)CC(=O)N2CCc3ccccc3C2)c1	9	0%	.	.	0%	.	.	-8%	.	0%	.
O=C(c1ccc(Cl)c(S(=O)(=O)N2CCCCCC2)c1)N1CCCCC1	27	5%	6%	3%	11%	8%	0%	20%	11%	-6%	-4%
Cc1ccc(/C=N/N(C)S(=O)(=O)c2ccc(C)cc2)cc1	3	5%	6%[1.84 µM]	-3%	16%	6%	0%	-25%	2%	18µM*	6%
CCC(=S)/C=C1\Sc2ccccc2N1CCCS(=O)(=O)O	-2	-3%	0%	-1%	-3%	5%	0%	7%	-6%	-7%	12%
CCN(CC)C(=O)C(C)OC(=O)COc1ccc(Cl)cc1Cl (centres undefined)	-2	-1%	-4%	1%	-7%	-2%	0%	-10%	-1%	8%	-5%
O=C1/C(=C\Nc2ccccc2)CCN1c1ncccn1	1	24µM*	?	12µM*	?	26%	?	?	0%	10%	?
O=C1C2=C(CCCC2)C(=O)N1c1cccc(OCCBr)c1	4	-4%	21%	1%	33%	1%	-6%	-24%	-1%	-8%	8%
O=C(O)c1ccc(CNCc2ccc(Cl)cc2)cc1	-7	6%	-1%	1%	-36%	-2%	-1%	-2%	0%	-5%	9%
CCOC(=O)c1c(NC(C)=O)sc2c(OCCN(CC)CC)c(Br)ccc12	-1	-3%	-9%	?	-22%	-2%	-5%	-49%	0%	0%	-6%
CCn1c(COc2ccc(Cl)cc2)nnc1SCc1ccc(C#N)cc1	?	0%	-6%	0%	-17%	-7%	-2%	-16%	-14%	6%	?
NNC(=O)Cn1c2ccccc2c2ccccc21	.	3%	-3%	-3%	-2%	0%	-1%	-19%	1%	-5%	-4%
Cc1csc(C(=O)O)c1-c1c(C)csc1C(=O)O	3	-1%	-3%	0%	-7%	-6%	-1%	17%	5%	-8%	6%
COc1ccc(OCCCC(=O)Nc2nncs2)cc1	4	3%	-2%	4%	42%	-15%	2%	8%	-3%	-3%	1%
OC[C@H]1OC(O)[C@H](O)[C@@H](O)[C@H]1O (some centres undefined)	0	6%	1%	4%	-11%	8%	1%	-7%	-2%	2%	23%
CCN(C(=O)COC(=O)c1cc([N+](=O)[O-])ccc1N1CCOCC1)c1ccccc1	21	2%	0%	3%	.	-9%	-13%	-12%	1%	.	1%
C[C@H](CO)N1C[C@H](C)[C@@H](CN(C)Cc2ccc(-c3ccccc3)cc2)Oc2c(NC(=O)Nc3ccc4c(c3)OCO4)cccc2C1=O	.	.	.	-8%	.	4%	.	-50%	-3%	.	23µM*
CNc1ccccc1C(C)(C)c1cc(-c2cccc([N+](=O)[O-])c2)no1	2	0%	-8%	-6%	23%	7%	-1%	-39%	1%	1%	1.5µM*
(more compounds)
SMILES	TRPV1 ag	FLuc modulator	Rab9 prom act	ELG1 genotox	RORgamma inh	p53 reactivation	NPC1 promoter act	BRCA1 expr up	Tb PFK inh	VP16 counter	ELG1 repair inh
Cc1ccc(OCC(=O)NCc2cccnc2)cc1	3	-1%	-4%	-2%	-18%	-3%	-3%	-14%	0%	10%	1%
O=C(NCC1CCCO1)C(C(=O)c1ccccc1)n1ccccc1=O (centres undefined)	-3	-5%	-1%	0%	-30%	-10%	12%	2%	2%	-7%	13%
COc1cc2c(cc1OC)CN(C(=O)/C=C/c1cccs1)CC2	14	-19%	-14%	5%	-2%	1%	-26%	-38%	4%	0%	10%
CCc1ccc(CNC(=O)Cc2ccc(NC(=O)C3=C(C)OCCS3)cc2)cc1	?	2.4µM*	10%	?	-27%	?	?	-3%	?	0%	?
COc1ccc(C(C(=O)NC2CCCC2)N(C(=O)c2snc(-c3ccc(F)cc3)c2N)c2cccc(F)c2)cc1 (centres undefined)	-1	-1%	-5%	?	-9%	-3%	-3%	-35%	-8%	-16%	4%
Cc1cccc(/C=N/NC(=O)c2cc(C3CC3)nc3ccccc23)n1	3	4%	1%	8%	?	12%	0%	1%	-1%	?	-1%
Cc1c(C(=O)N2CCOCC2)oc2ccc(S(=O)(=O)N3CCCC3)cc12	-1	-6%	0.016µM*	.	40%	?	?	6%	-1%	?	?
CCN(C[C@H]1N[C@@](C)(C(=O)OC)[C@H]2C(=O)N(Cc3ccccc3)C(=O)[C@@H]12)S(=O)(=O)c1ccc(C(C)(C)C)cc1	.	.	.	-7%	.	-2%	.	-46%	0%	.	-3%
Clc1ccc(N2CCN(Cc3ccc(Br)o3)CC2)cc1	1	6%	-7%	0%	12%	.	-3%	-12%	1%	-9%	-3%
O=C(O)c1ccc(N=Cc2nc(-c3ccco3)oc2O)cc1	5	?	0%	2%	-45%	-6%	-3%	-10%	1%	11%	15%
COc1ccccc1NS(=O)(=O)c1ccc2c(c1)n(C)c(=O)n2C	-3	9%	-1%	?	24%	-7%	-2%	-17%	-3%	3%	0%
Cc1cccc(NC(=S)NN2CCN(C)CC2)c1	-1	0%	2%	-6%	-6%	3%	-3%	-2%	5%	4%	2%
Cc1cccc2[nH]c(CN(C)C(=O)C3CCC(=O)N(CCc4ccccc4)C3)nc12 (centres undefined)	-12	0%	3%	-1%	-19%	2%	0%	2%	-4%	-2%	4%
Cc1ccsc1-c1cc(C(=O)O)c2c(ccc3ccccc32)n1	3	5.4µM*	17%	9%	-33%	.	18%	11%	-1%	-3%	?
COC(=O)c1[nH]c2cc(OC)c(OC)cc2c1NC(=O)CN1C[C@H]2C[C@@H](C1)c1cccc(=O)n1C2	3	2%	2%	5%	.	9%	-1%	5%	0%	.	-1%
COC(=O)c1ccc(C(=O)OC)c(NC(=O)CN(C)Cc2ccccc2)c1	?	2%	1%	-7%	-1%	7%	-7%	-5%	2%	-13%	?
CCOc1ccc(Cc2nc(N)nc(N)n2)cc1	6	2%	-1%	6%	?	20%	-1%	-26%	1%	2%	10%
Cn1c(SCC(=O)N2CCOCC2)nnc1-c1cccc(NC(=O)c2ccccc2F)c1	2	1%	-1%	2%	0%	0%	-1%	7%&2%	11%	-9%	4%
O=C(O)C1CC(=O)N(c2ccc(F)cc2)C1 (centres undefined)	-2	0%	0%	1%	-9%	-4%	-1%	0%	15%	6%	5%
CCOc1ccc(C2=CSC3=NCCN23)cc1	1	3%	0%	3%	-25%	-13%	2%	-2%	0%	1%	8%
Cc1ccc(NC(=O)c2cc3nc(C)cc(C)n3n2)cc1	4	4.8µM*	0.89µM*	1.5µM*	6.3µM*	16%	0.63µM*	-34%	3%	10µM*	?
COc1ccc(-c2cccc(-c3nc4ccc(Cl)cn4c3NC3CCCCC3)c2)cc1	.	.	.	.	.	0%	.	-39%	-3%	.	6%
C=C(C)Cn1c(SCC(=O)NCc2ccco2)nc2sc3c(c2c1=O)CCC3	13	5%	-3%	4%	16%	-7%	-1%	-17%	0%	4%	-19%

Bioassay records deposited in PubChem BioAssay by National Center for Advancing Translational Sciences (NCATS).
